Source: PubChem (several laboratories)
TNAP act DEA = activators of human TNAP at intermediate phosphate acceptor | P05186 | purified TNAP, CDP-star luminescence, 100 mM DEA, 30 min; stronger effect = higher value; scale: 0 levamisole-inhibited, 1 vehicle-only enzyme | 64,000 tested, under 10 active | activation factor at 20 µM;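 active = activation factor of at least 2 at 20 µM, relative to controls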
SF-1 act = activates the human nuclear receptor SF-1. activation, % at 10 µM. CHO-K1 Gal4-SF-1 LBD luciferase reporter; % increase over DMSO SF-1-specific signal. Q13285. actives 1.9% (n = 65,000);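 active = activation above the mean activation of all tested compounds plus 3 SD, cut at about 50% in these data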
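Test system: CHO-K1 cells with Gal4–hSF-1 LBD chimera plus Gal4-driven luciferase; Input: 4,000 cells/well; Compound: 10 µM only; Times: 20 h compound treatment, 37 °C; Measured by: steady-glow luciferase luminescence, read after 15 min reagent incubation; Measure: percent activation versus DMSO; Control set: DMSO and mock-transfected background; Replicates: one test per compound.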
NADH coupling = inhibitors of enzymes used to reach an NAD/NADH endpoint | IC50, µM (highest dose often 10 µM), without a hit: top-dose inhibition | AID 774 | coupled PK/LDH NADH assays, four targets | actives 0.02% (n = 65,000);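 active = single-dose screening hits from any of four coupled enzyme assays that gave an IC50 when retested across doses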;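 note: the DPM-DC format reads NADH fluorescence rather than 340 nm absorbance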
Ecoli tolC = blocks growth of E. coli BW25113 tolC mutant; OD615; growth inhibition, % at 10 µM (by protocol); actives 2.2% (n = 65,000); AID 573;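 active = growth inhibition at or above a cutoff equal to the mean over every tested compound plus 3 SD, cut at about 60% in these data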;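 note: growth measured after 20 h incubation at 37 °C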
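System: E. coli ΔtolC::kan strain BW25113; Buffer or medium: LB broth supplemented with 50 µg/mL kanamycin; Compound: 10 µM final, single dose; Incubation: bacterial growth with compound for 20 h at 37 °C; Signal: A615 absorbance measurement; Evaluation: growth inhibition in percent.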
D1 allo mod = allosterically modulates the human D1 dopamine receptor | actives 5.9% (n = 58,000) | B-score at 10 µM | P21728 | HEK293 D1, CRE-luciferase, dopamine EC30 potentiation; actives deviate in either direction;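 active = luminescence count or its row- and column-corrected plate score outside the 99.7% band of the plate's sample wells, on either side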
Target sequence (P21728 whole entry, looked up): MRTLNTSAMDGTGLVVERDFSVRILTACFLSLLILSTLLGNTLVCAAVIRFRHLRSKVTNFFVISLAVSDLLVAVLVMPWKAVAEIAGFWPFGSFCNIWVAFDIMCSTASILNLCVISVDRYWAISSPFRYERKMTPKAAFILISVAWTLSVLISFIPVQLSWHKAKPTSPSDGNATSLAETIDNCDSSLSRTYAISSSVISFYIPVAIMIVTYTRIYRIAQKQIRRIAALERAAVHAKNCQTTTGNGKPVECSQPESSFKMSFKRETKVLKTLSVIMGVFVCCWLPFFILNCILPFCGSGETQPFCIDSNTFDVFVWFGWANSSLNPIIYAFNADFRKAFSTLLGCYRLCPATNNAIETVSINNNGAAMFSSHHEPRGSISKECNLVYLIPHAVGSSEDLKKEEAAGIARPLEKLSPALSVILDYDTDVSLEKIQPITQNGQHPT
HEK293 NFkB inh = lowers PMA/ionomycin-induced NF-kB signal in HEK293 cells. HEK-293 NF-kB luciferase reporter, luminescence. inhibition, % at 3 µM. actives 0.21% (n = 62,000). AID 465;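 active = inhibition above the mean of all tested compounds plus 3 SD, cut at about 40% in these data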;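 note: 0% = stimulated DMSO wells and 100% = 10 µM reference inhibitor 5653914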
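System: NF-kB luciferase reporter HEK-293 cells | Replication: Single test | Control set: DMSO vs reference inhibitor | Evaluation: % inhibition | Schedule: 1 h pretreatment, 16 h stimulation, 37 °C | Probe or stimulus: PMA with ionomycin | Compound dosing: One dose, 3 µM | Detection: Luciferase luminescence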
M1 ag = M1 muscarinic receptor agonism | AID 626 | actives 3% (n = 64,000) | B-score at 10 µM | CHO-M1 cells, Fluo-4 calcium fluorescence, agonist mode; stronger effect = higher value;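 active = fluorescence rise, raw or as B-score row- and column-corrected plate score, outside the 99.7% band of its plate's samples, either direction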
Jurkat viability = cytotoxic compounds reducing Jurkat cell viability | inhibition, % at 4 µM | Jurkat E6.1 viability, ATP luminescence, 48 h | actives 1.2% (n = 56,000) | AID 463;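 active = inhibition above the mean inhibition of all tested compounds plus 3 SD, cut at about 28% in these data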
M1 antagonist = M1 muscarinic receptor (rat) antagonism | P08482 | CHO-M1 cells, Fluo-4 calcium, ACh EC80 antagonist mode; stronger effect = lower value | B-score at 10 µM | actives 3.4% (n = 64,000) | AID 628;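 active = calcium fluorescence response, raw or row-and-column corrected B-score, differing from the plate sample mean either way at a set confidence level, mostly lower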
Target sequence (P08482 whole entry, looked up): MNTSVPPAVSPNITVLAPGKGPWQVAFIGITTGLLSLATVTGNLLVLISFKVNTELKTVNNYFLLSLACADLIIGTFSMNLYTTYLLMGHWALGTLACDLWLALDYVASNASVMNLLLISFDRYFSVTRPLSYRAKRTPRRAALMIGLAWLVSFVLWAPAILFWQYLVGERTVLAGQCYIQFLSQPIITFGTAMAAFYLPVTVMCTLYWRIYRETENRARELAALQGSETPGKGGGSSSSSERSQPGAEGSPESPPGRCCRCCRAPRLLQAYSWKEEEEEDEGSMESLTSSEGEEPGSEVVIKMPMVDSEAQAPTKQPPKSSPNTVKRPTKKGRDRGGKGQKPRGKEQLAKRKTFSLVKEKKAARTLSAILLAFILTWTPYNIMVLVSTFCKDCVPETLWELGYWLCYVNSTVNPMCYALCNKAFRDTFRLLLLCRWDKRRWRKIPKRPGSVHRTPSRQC
Starred values were filed as active, the others as inactive; nt = no result given; [ ] = another dose, or the depositor's remark.

1. COc1ccc(-n2nc3c(c2NC(=O)Cc2cccc(C)c2)CS(=O)C3)cc1 (configuration not stated)
2. O=C(Nc1nnc(CCN2CCCCC2)s1)C1CCCCC1
3. CCc1[nH]c(C)c(C(C)=O)c1C
4. COc1ccc(CCNC(=O)C2CCCN2C(=O)NC2CCCCC2)cc1OC (configuration not stated)
5. CCN(CC)c1nc2n(c(=O)n1)CCO2
6. Cc1ccc(SCc2cc(=O)[nH]c(N3CCN(Cc4ccccc4)CC3)n2)cc1
assay / compound,1,2,3,4,5,6
M1 antagonist,-0.48,-1.7,-0.21,-0.036,0.095,0.35
TNAP act DEA,1,0.9,1,0.9,1,0.9
M1 ag,-0.11,2.7*,-0.52,1.1,0.36,-0.78
NADH coupling,6%,4%,1%,3%,7%,4%
HEK293 NFkB inh,6,10,11,19,-12,10
SF-1 act,1,-2,5,-16,10,-3
Ecoli tolC,8,-28,-13,-21,8,-8
D1 allo mod,0.12,-0.083,-0.64,0.96,-0.36,-0.0086
Jurkat viability,12,-10,-2,-4,-2,9

7. CC(C)OCCCNC(=O)C1CC(=O)N(C2CCCCCCC2)C1 (configuration not stated)
8. COc1ccc(Nc2nc(OC)nc(N3CCN(c4ccc(OC)cc4)CC3)n2)cc1
9. CCCCN(C)Cc1c(O)ccc2c(-c3ccccc3)cc(=O)oc12
10. COc1ccc2c(c1OC)C(=O)N1c3ccccc3COC21 (configuration not stated)
11. COc1cc(C2C3=C(Nc4ncnn42)c2ccccc2CC3)cc(OC)c1OC (configuration not stated)
12. CCC(=O)Nc1cccc(NC(=O)COc2ccc(OC)cc2)c1
assay / compound,7,8,9,10,11,12
M1 antagonist,-0.024,-2.1,-3.8*,0.21,0.79,-0.024
TNAP act DEA,1,0.9,0.9,0.9,0.9,1
M1 ag,0.14,0.29,8.2*,0.099,-0.45,-0.62
NADH coupling,8%,3%,2%[fluoresces],2%,8%,5%
HEK293 NFkB inh,13,12,10,-6,31,11
SF-1 act,15,-11,-5,51*,-34,-12
Ecoli tolC,-14,-13,27,0,17,13
D1 allo mod,1.2,0.02,nt,nt,-0.24,1.2
Jurkat viability,0,-6,2,9,98*,0

Complete entries as entered above. Values in the order: M1 antagonist	TNAP act DEA	M1 ag	NADH coupling	HEK293 NFkB inh	SF-1 act	Ecoli tolC	D1 allo mod	Jurkat viability
`COc1ccc2c(c1OC)C(=O)N1c3ccccc3COC21` (configuration not stated) is listed as 0.21	0.9	0.099	2%	-6	51*	0	nt	9
`COc1ccc(Nc2nc(OC)nc(N3CCN(c4ccc(OC)cc4)CC3)n2)cc1` is listed as -2.1	0.9	0.29	3%	12	-11	-13	0.02	-6

Back to the main list, repeating the 2 entries before the break.
11. COc1cc(C2C3=C(Nc4ncnn42)c2ccccc2CC3)cc(OC)c1OC (configuration not stated)
12. CCC(=O)Nc1cccc(NC(=O)COc2ccc(OC)cc2)c1
13. COc1ccccc1CNC(=O)CCN1C(=O)COc2ccc(C)cc21
14. CCn1cc(C2=NCC(C)O2)c2ccccc21 (configuration not stated)
15. CCOC(=O)c1sc(=S)n(C)c1N
16. COC(=O)c1ccc2c(c1)nc(C)n2CCO
17. CCSc1nnc(NC(=O)CSc2nnc(Cc3cccn3C)n2CCc2ccccc2)s1
18. C/C(=C\C#N)n1nc(C)cc1N
assay / compound,11,12,13,14,15,16,17,18
M1 antagonist,0.79,-0.024,0.067,-0.55,-0.56,-0.38,-0.28,0.017
TNAP act DEA,0.9,1,1,1,0.9,1,1,1
M1 ag,-0.45,-0.62,-0.0027,-0.25,0.26,-0.65,-0.49,-0.39
NADH coupling,8%,5%,3%,2%,9%,2%,5%,2%
HEK293 NFkB inh,31,11,2,11,8,-3,4,1
SF-1 act,-34,-12,3,-17,-1,4,11,-1
Ecoli tolC,17,13,-11,3,-11,-19,5,2
D1 allo mod,-0.24,1.2,1.1,-0.96,4.5*,-0.7,0.2,0.0042
Jurkat viability,98*,0,12,nt,-6,1,1,-4

Structures shown so far that have two or more sulfur atoms, in the order listed:
15. CCOC(=O)c1sc(=S)n(C)c1N
17. CCSc1nnc(NC(=O)CSc2nnc(Cc3cccn3C)n2CCc2ccccc2)s1
assay / compound,15,17
M1 antagonist,-0.56,-0.28
TNAP act DEA,0.9,1
M1 ag,0.26,-0.49
NADH coupling,9%,5%
HEK293 NFkB inh,8,4
SF-1 act,-1,11
Ecoli tolC,-11,5
D1 allo mod,4.5*,0.2
Jurkat viability,-6,1

Going on with the list:
19. O=C(NCc1cccs1)c1cc(-c2ccccc2)on1
20. CCCCS(=O)CC(CS(=O)CCCC)OC(=O)c1ccccc1 (configuration not stated)
21. COc1ccc(C(=O)Nc2ccc(S(=O)(=O)Nc3onc(C)c3C)cc2)cc1
22. CC(=O)c1c(C)nn(CC(O)COc2ccc3c(c2)CCC3)c1C (configuration not stated)
23. Cc1cc(N2CCN(c3cccc(C(F)(F)F)c3)CC2)n2nc(C)nc2n1
24. CC(C)(C)NC(=O)C(c1ccccn1)N(C(=O)c1ccc2c(c1)OCCO2)C1CCCC1 (configuration not stated)
assay / compound,19,20,21,22,23,24
M1 antagonist,0.48,0.11,-0.67,-0.23,0.15,-0.0053
TNAP act DEA,0.9,0.9,1,0.9,0.9,1
M1 ag,-1.7,-0.1,-0.025,0.0048,-1.2,2.9
NADH coupling,10%,5%,5%,2%,3%,5%
HEK293 NFkB inh,-16,0,3,2,19,11
SF-1 act,42,-10,-14,-8,-27,-3
Ecoli tolC,-8,9,5,21,-10,-8
D1 allo mod,0.026,-0.34,0.86,-1,0.014,0.27
Jurkat viability,0,0,-1,11,-8,-4

25. CCCc1cc(=O)[nH]c(SCC(N)=O)n1
26. Cc1ccc(N2CC(C(=O)NCCCn3ccnc3)CC2=O)cc1 (configuration not stated)
27. COc1ccc(N2CC(C)Cn3c2nc2c3c(=O)n(CCN3CCOCC3)c(=O)n2C)cc1 (configuration not stated)
28. O=C(c1cccs1)N1CCN(S(=O)(=O)N2CCCCC2)CC1
29. CCOc1ccc(C2CC(c3cccc(OC)c3OC)n3nnnc3N2)cc1Cl (configuration not stated)
30. O=C(C1CCCO1)N(c1cccc(Cl)c1)C1C=CS(=O)(=O)C1 (configuration not stated)
assay / compound,25,26,27,28,29,30
M1 antagonist,-0.51,-1.7,0.51,0.32,0.92,0.27
TNAP act DEA,0.9,0.9,0.9,0.9,1,1
M1 ag,1,-0.14,0.82,-1.1,-0.69,-1.3
NADH coupling,7%,2%,8%,7%,4%,7%
HEK293 NFkB inh,12,0,-2,11,-8,4
SF-1 act,2,-1,5,7,3,-5
Ecoli tolC,-23,-20,-24,-1,35,-9
D1 allo mod,-0.81,-0.73,0.12,-0.44,nt,-0.79
Jurkat viability,0,4,-4,-6,-5,-2

31. COc1ccccc1NC(=O)C1CC(=O)N(c2ccc(F)cc2)C1 (configuration not stated)
32. COc1ccc(OC)c(NC(=O)Cc2coc3ccc(C)cc23)c1
33. Cc1ccc(-n2c(=O)cc(N3CCCCCC3)[nH]c2=O)cc1
34. CC12CC(NC(=O)N1c1cccc(C(=O)Nc3ncn[nH]3)c1)c1ccccc1O2 (configuration not stated)
35. CCOC(=O)c1oc2ccccc2c1NC(=O)COc1cccc(OC)c1
36. CCCCCCC(=O)Nc1c(O)c2ccccc2[nH]c1=O
assay / compound,31,32,33,34,35,36
M1 antagonist,-1.7,0.17,0.34,0.91,0.38,-0.45
TNAP act DEA,0.9,0.8,0.9,0.9,1,1
M1 ag,-0.32,1.1,2.5,-0.21,1.1,-0.24
NADH coupling,1%,4%,4%,5%,8%,9%
HEK293 NFkB inh,6,3,-9,13,6,-2
SF-1 act,-2,-32,6,8,-4,-6
Ecoli tolC,1,39,-16,-6,-8,1
D1 allo mod,0.023,0.25,-0.92,0.018,nt,-3.1*
Jurkat viability,-1,4,2,nt,-4,9

37. COc1ccc(C)c2sc(N3CCCC3)nc12
38. COc1ccc(C(=O)Nc2ccc(N3CCN(c4ccc(OC)cc4)CC3)c(C#N)c2)cc1
39. CCOc1ccc(-c2csc(NC(=O)C3CCCO3)n2)cc1 (configuration not stated)
40. COC(=O)C1CCN(C(=O)c2ccccc2Oc2ccccc2)CC1
41. CCN1CCN(C(=O)C(C)N(c2ccc(C)cc2)S(C)(=O)=O)CC1 (configuration not stated)
42. COc1ccc(-c2noc(CCCOc3ccccc3)n2)cc1OC
assay / compound,37,38,39,40,41,42
M1 antagonist,-0.2,0.69,-0.64,0.09,-0.15,-0.64
TNAP act DEA,0.9,1,0.9,0.8,0.8,0.8
M1 ag,1.7,0.23,-0.27,0.58,0.3,0.059
NADH coupling,8%,11%[fluoresces],7%,2%,3%,4%
HEK293 NFkB inh,3,-5,5,18,17,16
SF-1 act,-10,32,10,-14,-12,-11
Ecoli tolC,-18,1,27,-1,-2,26
D1 allo mod,0.92,-0.088,2.5,3.5,nt,nt
Jurkat viability,-1,-2,5,-4,-1,2

43. CCOc1ccc(Nc2ncnc(N)n2)cc1
44. CC1CCN(C(c2ccc(N(C)C)cc2)c2nnnn2Cc2ccccc2)CC1 (configuration not stated)
45. Cc1ccc(NC(=O)C2CCCN2C(=O)Oc2ccccc2)cc1 (configuration not stated)
46. CCCC(CCC(=O)Nc1ccc(C(=O)OCC)cc1)C(=O)O (configuration not stated)
47. CC1CCN(CC(C)OC(=O)c2ccc3c(c2)OCCO3)CC1 (configuration not stated)
48. CCOC(=O)c1[nH]c2ccccc2c1NC(=O)C1CCCC1
49. COc1ccc(C2CC(C(F)(F)F)n3ncc(C(=O)NCc4cccnc4)c3N2)cc1OC (configuration not stated)
50. CCOC(=O)c1ccc(NC(=O)Nc2ccc3c(c2)OCCO3)cc1
assay / compound,43,44,45,46,47,48,49,50
M1 antagonist,-0.69,-0.92,-0.22,0.64,-12*,-0.19,-0.17,-0.75
TNAP act DEA,0.9,0.9,0.9,0.9,1,0.9,0.9,1
M1 ag,1.1,-0.19,0.22,-0.17,0.041,0.13,0.14,-0.4
NADH coupling,5%,9%,4%,4%,4%,7%,2%,10%
HEK293 NFkB inh,12,2,-4,nt,10,16,14,2
SF-1 act,3,1,2,1,15,-9,5,15
Ecoli tolC,-5,5,-5,-4,-8,-12,-4,18
D1 allo mod,0.21,-1,0.44,nt,-0.38,6.9*,9.8*,-2.4*
Jurkat viability,-7,-7,8,nt,5,2,0,2
